Rab7 wt GTP bind = alters GTP binding to wildtype dog Rab7; GST-Rab7 beads, fluorescent GTP binding, flow cytometry; actives lie on both sides; untreated = 100%, excess cold GTP = 0%; GTP binding activity (percent of control), % at 10 µM; actives 0.055% (n = 190,000);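 active = fluorescent GTP binding to Rab7 beads changed by at least 20 points from the 100% baseline, either direction, mostly lower; inconclusive = compound itself probably fluorescent, or too few beads counted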;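 note: median green fluorescence of bound Bodipy-FL-GTP per Rab7 bead population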
GSH fluor = GSH bead compound fluorescence profile | GSH beads flow cytometry, compound fluorescence 488/530 nm; hits give high values | fluorescence (KMESF) at 10 µM | actives 0.25% (n = 190,000) | AID 1776; in the data active = fluorescence above about 89;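 note: glutathione beads carrying GST-tagged Bcl family fusion proteins plus one bare bead set; values are compound well signal with DMSO vehicle wells as background; inactives centre near 16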
Cdc42 wt = changes GTP binding to wildtype human Cdc42; GST-Cdc42 beads, Bodipy-GTP binding, flow cytometry; actives lie on both sides; percent activity (GTP binding), % at 10 µM; actives 0.2% (n = 190,000);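 active = percent activity GTP binding at least 20 points away from the 100% baseline, either down as inhibitor or up as activator; inconclusive = compound flagged as likely green fluorescent from well-wide comparison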;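 note: median bead fluorescence of bound Bodipy-FL-GTP at 100 nM; 0% = excess unlabeled GTP control and 100% = no compound control; below 100% means less GTP binding so inhibitor and above means activator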
ABCG2 block = blocks JC-1 efflux by human ABCG2 transporter. Q9UNQ0. IgMXP3 cells, flow cytometry. inhibition, % at 6.6 µM. actives 0.1% (n = 190,000);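 active = inhibition above 80%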;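 note: 0% = DMSO and 100% = nicardipine control wells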
Target sequence (Q9UNQ0 whole entry, looked up): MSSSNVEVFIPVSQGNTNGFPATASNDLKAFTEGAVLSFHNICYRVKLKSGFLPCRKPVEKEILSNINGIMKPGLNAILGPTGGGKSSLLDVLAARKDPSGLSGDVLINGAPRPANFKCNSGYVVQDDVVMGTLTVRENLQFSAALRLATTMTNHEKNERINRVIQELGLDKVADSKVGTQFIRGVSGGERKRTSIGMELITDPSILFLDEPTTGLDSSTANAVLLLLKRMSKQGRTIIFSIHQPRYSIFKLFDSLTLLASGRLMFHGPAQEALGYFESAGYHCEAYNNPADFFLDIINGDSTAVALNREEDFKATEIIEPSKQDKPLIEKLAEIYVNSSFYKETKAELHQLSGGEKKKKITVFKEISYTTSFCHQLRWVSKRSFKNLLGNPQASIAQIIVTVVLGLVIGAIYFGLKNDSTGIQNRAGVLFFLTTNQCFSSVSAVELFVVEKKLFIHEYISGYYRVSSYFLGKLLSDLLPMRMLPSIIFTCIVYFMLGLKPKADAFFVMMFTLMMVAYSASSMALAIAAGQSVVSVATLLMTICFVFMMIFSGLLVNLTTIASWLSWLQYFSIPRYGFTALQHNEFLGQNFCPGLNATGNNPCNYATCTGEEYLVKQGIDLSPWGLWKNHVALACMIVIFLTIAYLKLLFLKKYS
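material = IgMXP3 (ABCG2) plus far-red-tagged CCRF-Adr (ABCB1) cells | amount = 3 million cells/mL, equal mix of both lines | also added = JC-1 transporter substrate | dosing = one concentration, 6.6 µM final | schedule = 10 min at 25 °C | measured by = flow cytometric JC-1 green MFI at 530 nm | read-out basis = percent efflux inhibition, scaled nicardipine 100% to DMSO 0%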
Rac1 wt GTP bind = human Rac1 wildtype GTP binding, inhibitors and activators; P63000; actives 0.27% (n = 190,000); GTP binding activity (% of control), % at 10 µM; AID 757; GST-Rac1 beads, fluorescent GTP binding, flow cytometry; actives lie on both sides; 0 = cold GTP competed, 100 = untreated;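 active = GTP binding activity at least 20 points away from the 100% control level, either lower or higher; inconclusive = compound flagged as likely green fluorescent, judged across all proteins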
ABCB1 inh = inhibitors of human ABCB1 transporter, ABCG2 counter-screen; P08183; CCRF-Adr cells, JC-1 efflux, flow cytometry; inhibition, % at 6.6 µM; actives 0.067% (n = 190,000); in the data active = inhibition above about 40%;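 note: 0% = vehicle and 100% = reference inhibitor; higher value means more JC-1 retained so stronger ABCB1 efflux block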
Avidin bead fluor = avidin bead compound fluorescence profile. Avidin beads, compound fluorescence 488/530 nm, flow cytometry; hits give high values. AID 1775. actives 0.38% (n = 220,000). fluorescence (KMESF) at 10 µM; in the data active = fluorescence above about 47; note: inactives centre near 10
HRas wt GTP = modulators of GTP binding to human HRas wildtype; P01112; GST-Ras wt beads, Bodipy-FL-GTP binding, flow cytometry; actives lie on both sides; GTP binding activity, % at 10 µM; actives 0.14% (n = 190,000);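 active = GTP binding activity at least 20% away from the 100% baseline, either lowered as inhibitor or raised as activator; inconclusive = flagged as likely green fluorescent, judged across all proteins in the well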;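 note: 0% = unlabeled GTP competition control and 100% = no-compound control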
Target sequence (P01112 whole entry, looked up): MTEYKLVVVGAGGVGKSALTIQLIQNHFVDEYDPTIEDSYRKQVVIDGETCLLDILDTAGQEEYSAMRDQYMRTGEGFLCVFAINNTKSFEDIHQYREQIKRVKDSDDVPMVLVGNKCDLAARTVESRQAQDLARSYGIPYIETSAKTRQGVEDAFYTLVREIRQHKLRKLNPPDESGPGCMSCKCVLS
Pf gametocyte = kills late stage P. falciparum gametocytes. P. falciparum stage V gametocytes, ATP luminescence, 24 h. inhibition, % at 10.9 µM. actives 0.065% (n = 150,000);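 active = inhibition above the mean plus 3 SD of compounds within the control limits, set per campaign, cut at about 38% in these data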;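 note: 0% = DMSO wells and 100% = medium only without gametocytes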
Rac1 mut GTP = modulators of GTP binding to human Rac1 activated mutant; P63000; GST-Rac1 activated beads, fluorescent GTP binding, flow cytometry; actives lie on both sides; 100% means binding = to untreated wells; percent activity (GTP binding), % at 10 µM; actives 0.11% (n = 190,000); AID 764;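 active = GTP binding at least 20 percentage points away from the 100% baseline, in either direction, so actives lie on both sides; inconclusive = Compound likely fluorescent itself, or too few beads counted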
Rab2 wt GTP = changes GTP binding to wildtype dog Rab2A, up or down. GTP binding activity, % at 10 µM. GST-Rab2 wt beads, Bodipy-GTP binding, flow cytometry. P61105. AID 760. actives 0.19% (n = 190,000);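 active = GTP binding activity at least 20 points away from 100%, either lowered or raised; inconclusive = signal likely due to the compound's own green fluorescence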;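 note: 0% = beads with excess unlabeled GTP and 100% = no-compound control corrected for plate trend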
Numbers without * were called inactive; u = inconclusive; x = not tested or not shown.

no.	Compound	Rab7 wt GTP bind	GSH fluor	Cdc42 wt	ABCG2 block	Rac1 wt GTP bind	ABCB1 inh	Avidin bead fluor	HRas wt GTP	Pf gametocyte	Rac1 mut GTP	Rab2 wt GTP
1	Cc1nc2oc3c(NCc4ccccn4)ncnc3c2c2c1COC(C)(C)C2	101	14	102	4	102	0.8	35	101	4	99	101
2	O=C(OC(C(=O)Nc1cccc(C(F)(F)F)c1)c1ccccc1)C1CCCCC1 (stereo not drawn)	104	12	102	8	107	0.3	11	105	x	100	103
3	CCCOc1ccc(C(CC(=O)O)NC(=O)c2cccs2)cc1 (stereo not drawn)	96	27	96	2	100	0.2	33	96	3	95	95
4	Cc1ccc(OCc2nc3ccccc3[nH]2)cc1	97	10	102	12	100	0.5	6	99	11	100	98
5	CSc1ccc2[nH]c(=O)cc(C)c2c1	103	25	100	0	100	-0.2	13	99	15	98	99
6	COc1cc(CNC2CCCCCC2)cc(OC)c1O	99	24	97	1	102	0.5	27	98	x	96	96
7	Cc1ccc(S(=O)(=O)N2CCOCC2)c2nsnc12	102	12	98	5	103	-0.1	7	100	-6	100	101
8	C/C(=N\Nc1ccc(S(N)(=O)=O)cc1[N+](=O)[O-])c1ccc2c(c1)OCO2	97	10	84	4	76*	0.2	21	89	x	88	85
9	CC(=O)Nc1cccc2ncccc12	94	12	102	4	103	6.1	7	97	-5	100	101
10	C/C(CC(=O)Nc1ccccc1[N+](=O)[O-])=N\NC(=O)COc1ccccc1C	102	7	103	1	105	0.2	13	102	x	97	101
11	Cc1ccccc1OCC(=O)N/N=C/c1cccc(Oc2ccc([N+](=O)[O-])cc2[N+](=O)[O-])c1	96	20	99	4	102	1.0	15	98	5	99	100
12	C/C(CC1(O)/C(=N/O)CCc2nonc21)=N\O (stereo not drawn)	96	37	101	1	105	-0.3	14	94	x	98	96
13	C/C=C(\C)C(=O)NCCN1C2=NC[C@@H](C)N2C[C@@H]1Cc1ccc(OC)cc1	101	20	100	0	101	0.4	4	99	x	98	99
14	CCCCC(CC)C(=O)Nc1cc([N+](=O)[O-])ccc1F (stereo not drawn)	106	12	101	7	100	1.1	26	100	x	98	102
15	CC1CC2=C(NC(=S)NC2c2ccc(F)cc2)/C(=C/c2ccc(F)cc2)C1 (stereo not drawn)	103	11	101	-1	100	-0.3	7	99	x	100	99
16	CCOC(=O)Nc1ccc(S(=O)(=O)N2CCOCC2)cc1	101	15	103	1	111	0.2	9	104	-5	101	104
17	O=C(/C(C=Nc1cccc(C(F)(F)F)c1)=C(/O)c1ccco1)C(F)(F)F	99	6	97	0	102	-0.2	6	99	-3	96	96
18	COc1cc(NC(=O)CSc2nnc3c(C)cc4c(C)ccc(C)c4n23)c(C(=O)O)cc1OC	96	14	98	4	97	1.4	12	98	-12	96	97
19	Cc1nn(-c2ccccc2)c(Cl)c1C1C(C#N)=C(N)OC2=C1C(=O)CCC2 (stereo not drawn)	u	6	u	2	u	0.7	9	u	17	u	u
20	CCOC(=O)c1c(NC(=O)CCC(=O)N2CCOCC2)sc2c1CC(C)(C)OC2	102	37	100	2	106	-0.4	14	102	6	100	102
21	COC(=O)C1=C(C(=O)c2ccccc2)C(c2ccc(OC)c(OC)c2)Nc2nnnn21 (stereo not drawn)	101	17	99	x	100	x	7	100	-12	99	98
22	CCN1CCN(C(=O)c2ccc(CN(c3ccccc3)S(=O)(=O)c3ccccc3)cc2)CC1	100	5	104	1	105	5.8	13	104	18	102	101
23	c1ccc2nc3[nH]cnc3nc2c1	99	12	101	2	102	0.1	35	101	x	99	99
24	COC(=O)Cn1cnc2c1c(=O)n(C)c(=O)n2C	99	24	98	5	103	0.8	12	100	x	98	99
25	O=C(Cc1ccccc1[N+](=O)[O-])NCc1ccc2c(c1)OCO2	106	10	103	5	104	0.4	3	103	x	101	100
26	CS(=O)(=O)N(CC(=O)N1CCN(c2ccccc2F)CC1)C1CCCCC1	93	18	97	0	94	0.0	20	96	21	93	96
27	FC(F)(F)c1cccc(Oc2nc(-c3ccccc3)nnc2C(F)(F)F)c1	u	19	u	1	u	0.3	32	u	-7	u	u
28	CC[n+]1c(/C=C(\C)OC)sc2ccccc21	101	11	96	5	98	0.7	12	98	x	96	98
29	COc1ccccc1NC(=O)NCc1ccco1	102	12	101	2	99	0.5	10	100	6	97	100
30	Cc1ccc(CNC(=O)COC(=O)C2CCN(S(=O)(=O)c3cccs3)CC2)cc1	96	22	98	9	101	1.3	11	95	12	96	97
31	CC1=C(C(=O)Nc2ccc(C)cc2)C(c2ccco2)NC(=O)N1 (stereo not drawn)	100	14	99	0	101	0.2	24	100	x	99	98
32	Cn1c(N)c(C(=O)COC(=O)C23CC4CC(CC(C4)C2)C3)c(=O)n(C)c1=O	100	28	103	5	104	0.9	6	102	x	100	100
33	Cc1c(NC(=O)CN2C(=O)c3ccccc3S2(=O)=O)c(=O)n(-c2ccccc2)n1C	97	19	99	0	102	0.4	10	99	20	98	99
34	Cc1ccc(N(CC(=O)Nc2ccc(C)cn2)S(=O)(=O)c2c(C)nn(C)c2C)cc1	101	15	103	34	105	0.5	6	100	-12	100	100
35	CC(=O)N1CCN(CC(=O)Nc2cccc(S(=O)(=O)N3CCCCCC3)c2)CC1	96	13	96	8	94	1.6	11	94	8	97	93
36	CCC(=O)c1ccc(OCC(=O)NCC2(N3CCCCC3)CCCCC2)cc1	95	13	95	3	97	-0.4	10	96	19	94	100
37	CCOC(=O)c1c(NC(=S)NC(=O)c2ccco2)sc2c1CCCC2	105	11	103	3	102	0.5	26	106	-2	98	104
38	C[C@H](C(=O)C=[N+]=[N-])N1C(=O)c2ccccc2C1=O	u	5	u	2	u	0.2	8	u	x	u	u
39	Cc1cccc(NC(=O)C2=C(O)c3ccccc3N(C)S2(=O)=O)c1	95	14	96	0	91	0.0	36	95	x	89	92
40	CCOC(=O)C1=C(N)Oc2c(oc(CO)cc2=O)C1c1ccc(F)cc1 (stereo not drawn)	101	55	101	1	107	0.4	5	101	x	100	102
41	O=C1CC(c2cccs2)c2ccc3ccccc3c2N1 (stereo not drawn)	106	19	96	3	101	0.2	8	98	-1	92	101
42	CCCNC(=O)COC(=O)c1cc(C)nc2ccccc12	106	9	97	2	100	-0.2	12	100	18	98	100
43	COC(=O)c1ccc(NC(=O)CSc2nc3ccccc3c(=O)[nH]2)cc1	97	16	102	1	101	0.1	40	98	-13	98	98
44	NC(=O)C1CCN(C2CC(=O)N(Cc3ccc(N4CCCC4=O)cc3)C2=O)CC1 (stereo not drawn)	103	25	97	1	102	0.2	40	101	7	98	101
45	CCCCn1c(SCC(=O)/C(C#N)=C(\C)N)nc2ccccc2c1=O	98	13	94	5	101	3.8	26	99	4	98	99

Whole records, looked up by structure.
Cn1c(N)c(C(=O)COC(=O)C23CC4CC(CC(C4)C2)C3)c(=O)n(C)c1=O as listed: Rab7 wt GTP bind = 100; GSH fluor = 28; Cdc42 wt = 103; ABCG2 block = 5; Rac1 wt GTP bind = 104; ABCB1 inh = 0.9; Avidin bead fluor = 6; HRas wt GTP = 102; Pf gametocyte = x; Rac1 mut GTP = 100; Rab2 wt GTP = 100
Cc1cccc(NC(=O)C2=C(O)c3ccccc3N(C)S2(=O)=O)c1 as listed: Rab7 wt GTP bind = 95; GSH fluor = 14; Cdc42 wt = 96; ABCG2 block = 0; Rac1 wt GTP bind = 91; ABCB1 inh = 0.0; Avidin bead fluor = 36; HRas wt GTP = 95; Pf gametocyte = x; Rac1 mut GTP = 89; Rab2 wt GTP = 92
CCC(=O)c1ccc(OCC(=O)NCC2(N3CCCCC3)CCCCC2)cc1 as listed: Rab7 wt GTP bind = 95; GSH fluor = 13; Cdc42 wt = 95; ABCG2 block = 3; Rac1 wt GTP bind = 97; ABCB1 inh = -0.4; Avidin bead fluor = 10; HRas wt GTP = 96; Pf gametocyte = 19; Rac1 mut GTP = 94; Rab2 wt GTP = 100

Part of the list above, showing only Pf gametocyte and Rac1 wt GTP bind.
No.	canonical_smiles	Pf gametocyte	Rac1 wt GTP bind
42	CCCNC(=O)COC(=O)c1cc(C)nc2ccccc12	18	100
36	CCC(=O)c1ccc(OCC(=O)NCC2(N3CCCCC3)CCCCC2)cc1	19	97
